EPAC1 agonist: EPAC1 (human) agonism; O95398; EPAC1 agonist qHTS, biochemical assay; response scale: 100% = response to 6.5 mM cAMP; Potency, µM (series often up to 154 µM), for the others: at the highest dose activation, usual class: activators; 0.073% of 360,000 active; AID 720707; also: nearly all actives have a fitted effect of over 60% in size
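Multi-concentration qHTS readout: loss of Rap1B-bound BODIPY-GDP fluorescence driven by 100 nM EPAC1 with excess GDP (50 uM), monitored kinetically at room temperature; agonist response expressed relative to 6.5 mM cAMP.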
EPAC1 antagonist: antagonists of human EPAC1; O95398; EPAC1 GEF assay, Rap1b-BODIPY-GDP exchange fluorescence; Potency, µM (titrated, usually from 115 µM), without a hit: at the top dose activity change, negative = inhibition, most hits filed as inhibitors; 0.14% of 360,000 active; AID 720709;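 also: plate controls were vehicle for no effect and positive control for full effect; nearly all actives have a fitted effect of over 50% in size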
FUS suppressor: rescues growth of FUS-expressing yeast; S. cerevisiae FUS-expressing, growth rescue, OD600, 24 h; Potency, µM (series often up to 76.6 µM), for the others: at the highest dose growth rescue (activation), actives largely listed as activators; 0.24% of 390,000 active;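 also: plate controls were DMSO vehicle for no effect and reference control for full effect; nearly all actives have a fitted effect of over 55% in size; some results filed as inactive show a strong effect at the top dose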
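Compound concentration series was pinned onto galactose-induced FUS-expressing yeast seeded at OD 0.005. Plates sat 24hr at 30C; absorbance at 600 nm gave growth. DMSO served as background control.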
TDP43 rescue: TDP-43 toxicity inhibition in yeast; TDP-43 expressing yeast growth rescue, BacTiter-Glo, 24 h; 1.8% of 410,000 active; Potency, µM (doses to about 46.1 µM), inactives show top-dose growth rescue (activation), most hits filed as activators; also: % of control where 0% means no effect; nearly all actives have a fitted effect of over 50% in size
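Yeast expressing TDP-43 (pregrown in raffinose, seeded at OD600=0.02 in galactose medium) exposed to compounds 24 hr at 30 deg C. Growth read by BacTiter-Glo luminescence; rescue of toxicity appears as increased signal.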
EPAC2 antagonist: antagonists of human EPAC2; Q8WZA2; EPAC2 GEF exchange of Rap1B-BODIPY-GDP, fluorescence; Potency, µM (series often up to 114 µM), for inactives: top-dose activity, negative = inhibition, usual class: inhibitors; 0.18% of 360,000 active; AID 720708; also: % is scaled to controls: 0 for no effect and ±100 for the full control effect; nearly all actives have a fitted effect of over 45% in size; many of its hits are not listed in these tables
aSyn rescue: rescues yeast growth from alpha-synuclein toxicity | Yeast expressing alpha-synuclein, growth rescue, BacTiter-Glo, 24 h | Potency, µM (highest dose often 46.1 µM), without a hit: at the highest dose growth rescue (activation), usual class: activators | 0.14% of 370,000 active | AID 652106; also: % of control where 0% means no effect; nearly all actives have a fitted effect of over 65% in size
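Screening used galactose-induced yeast with toxic alpha-synuclein levels, exposed to compound for 24 hr at 30 deg C. Cell growth, read with BacTiter-Glo luminescence, gave the measured signal.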
PTHR1 agonist: PTHR1 (human) receptor agonism | Q03431 | HEK293 GP2 PTHR1 cells, GloSensor cAMP luminescence, 1 h | Potency, µM (doses to about 115 µM), for the others: at the top dose activation, usual class: activators | 0.075% of 410,000 active | AID 743266; also: nearly all actives have a fitted effect of over 55% in size; some results filed as inactive show a strong effect at the top dose; inactives centre near -15; many of its hits are not listed in these tables
Target sequence (Q03431 whole entry, looked up): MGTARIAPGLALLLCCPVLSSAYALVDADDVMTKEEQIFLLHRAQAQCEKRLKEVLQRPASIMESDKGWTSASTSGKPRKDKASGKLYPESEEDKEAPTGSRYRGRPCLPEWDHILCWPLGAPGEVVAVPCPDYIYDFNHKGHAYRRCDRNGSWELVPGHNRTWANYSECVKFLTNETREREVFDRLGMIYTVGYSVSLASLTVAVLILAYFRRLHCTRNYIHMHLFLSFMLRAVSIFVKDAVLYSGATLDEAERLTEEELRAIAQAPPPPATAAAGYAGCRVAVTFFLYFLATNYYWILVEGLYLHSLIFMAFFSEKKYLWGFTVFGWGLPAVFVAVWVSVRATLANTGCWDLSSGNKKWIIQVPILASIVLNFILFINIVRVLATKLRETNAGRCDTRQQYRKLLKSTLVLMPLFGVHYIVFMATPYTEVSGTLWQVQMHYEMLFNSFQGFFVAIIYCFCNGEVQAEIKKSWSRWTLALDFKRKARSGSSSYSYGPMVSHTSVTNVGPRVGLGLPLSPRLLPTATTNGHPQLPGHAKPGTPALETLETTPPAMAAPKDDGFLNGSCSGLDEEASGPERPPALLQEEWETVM
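HEK-293-derived GP2 cells expressing PTHR1 and a GloSensor cAMP reporter, 3,000/well, plated overnight, given luciferin plus IBMX (each 0.5 mM as added) for 1 h at 37 °C, then compound for 1 h at 37 °C. Luminescence was read after 15 min at room temperature.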
EPAC2 ag: EPAC2 (human) agonism; Q8WZA2; EPAC2 activation, biochemical qHTS; response scale: 100% = 6.5 mM cAMP response; Potency, µM (titrated, usually from 154 µM), without a hit: at the top dose activation, hits mostly activators; 0.079% of 360,000 active; AID 720711; also: nearly all actives have a fitted effect of over 50% in size
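Guanine nucleotide exchange by EPAC2 is measured as reduced fluorescence of BODIPY-GDP once it is released from 250 nM Rap1B. Plates are read kinetically for 30 min at room temperature; results are scaled to 6.5 mM cAMP.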
* = called active by the depositor; i = inactive; ? = inconclusive; . = no result given; & = joins results of further samples; [ ] = dose if it differs, or a comment. Calls follow the shape of the dose curve; as a rule, active = well fitted curve in the direction sought with a large enough effect; inconclusive = small, poorly fitted or top-dose-only effect, or another doubt; inactive = no such curve, though single readings can be large; an effect the other way counts as inactive or inconclusive. Potency is read from the fitted curve at half-maximal effect.

SMILES	EPAC1 agonist	EPAC1 antagonist	FUS suppressor	TDP43 rescue	EPAC2 antagonist	aSyn rescue	PTHR1 agonist	EPAC2 ag
Cc1ccc(-c2cc(C(=O)Nc3ccc(S(=O)(=O)Nc4cc(C)on4)cc3)c3ccccc3n2)c(C)c1	14%	-27%	?	10%	3%	3%	-30%	8%
CC(C)(C)C(=O)CN1CCN(S(=O)(=O)c2ccc(F)cc2)CC1	-4%	-4%	-31%	14%	5%	-1%	i	-21%
O=C(N/N=C/c1coc2ccccc2c1=O)c1ccccc1Br	1%	14%	13%	-16%	4%	-1%	-2%	-1%
CC(=O)NNC(=S)NC(=O)c1cccc([N+](=O)[O-])c1	-1%	-18%	.	0%	3%	-4%	1%	0%
Nc1nc(SCCN2C(=O)c3ccccc3C2=O)n[nH]1	5%	8%	4%	8%	2%[57.1 µM]	1%	i	2%
[O-]/[N+](=C\c1cccc(Br)c1)c1ccccc1	9%	7%	-5%	5%	-4%	-11%	i	1%
Cc1ccc(C(=O)N2CCN(c3ncc(C(F)(F)F)cc3Cl)CC2)s1	0%	-23%	46%	-17%	-17%	-16%	-28%	16%
Cc1ccc(NS(=O)(=O)N2CCOCC2)c(C)c1	-14%	-11%	11%	10%	5%	-4%	-18%	0%
COc1ccc(CNc2nc(-c3ccccc3)nn2S(=O)(=O)c2ccccc2)cc1	.	.	6%	19%	.	4%	i	.
Cc1ccc(-c2nnc(SCC(=O)N/N=C/c3ccc(C(=O)O)cc3)n2C2CCCCC2)cc1	-1%	16%	5%	-18%	18%	-3%	i	1%
CS(=O)(=O)N(CC(=O)N1CCN(c2ccccc2)CC1)Cc1ccc(Cl)cc1	16%	0%	?	12%	-4%	10%	-25%	17%
CN(C)S(=O)(=O)c1cccc(NC(=O)COc2nc3ccccc3nc2N2CCOCC2)c1	1%	-1%	.	1%	-9%	-1%	i	11%
CN(C)C(=O)c1sccc1Oc1ccc(F)cc1[N+](=O)[O-]	5%	-1%	-1%	3%	?	1%	i	2%
CN1CCN(C2=C(Cl)C(=O)N(CCc3ccccc3)C2=O)CC1	4%	12%	17%	-3%	9%	3%	-5%	2%
CC1(C)C(CO)=CC(=O)C2=C1SCC(=O)N2	6%	-16%	-14%	5%	5%	-3%	i	5%
O=C(N1CCOCC1)N1CCN(C(=O)N(c2ccccc2)c2ccccc2)CC1	1%	12%	-3%	-9%	1%	3%	i	7%
CCOC(=O)c1cnc(-n2nc(C)cc2C)nc1NNc1nc(-c2ccccc2)cc(-c2ccccc2)n1	11%	-6%	41%	20%	0%	0%	i	13%
CCCC(=O)Nc1ccc(Cl)c(NC(=O)c2ccco2)c1	-6%	2%	13%	23%	4%	-1%	-16%[57.5 µM]	5%
O=S(=O)(Nc1ncccn1)c1ccc(NC(=S)N2CCN(Cc3ccc(F)cc3Cl)CC2)cc1	-18%	1%	17%	8%	10%	2%	-50%[inhibitor]	-4%
O=C(Cn1c(=O)[nH]c2ccccc2c1=O)Nc1ccc2c(c1)OCCO2	-3%	-26%	-15%	-7%	0%	-4%	-9%	15%
Cc1ccc(N2C(=O)CC(Cc3cc(C)cc(C)c3)C2=O)cc1 (configuration not stated)	-5%	0%	9%	-11%	-1%	22%	i	-3%
CC(C)(C)[C@H]1COC(=O)[C@H](NC(=O)OCC2c3ccccc3-c3ccccc32)C/C=C\C[C@@H](CC(=O)N[C@@H](CO)Cc2ccccc2)C(=O)N1	-20%	-8%	?	9%	-17%	2%	i	-6%
CC1CCN(c2ccc(-c3cccs3)nn2)CC1	7%	-6%	-33%	-43%[inhibitor]	-2%	-20%	i	3%
COc1ccc(C(=O)c2sc3nc(C)cc(-c4cccs4)c3c2N)cc1	20%	38%[activator]	35%	?	58%[activator]	-11%	-27%	17%
O=c1c(-c2cc3ccccc3o2)[n+]([O-])c2ccccc2n1OCc1ccccn1	-3%	14%	9%	12%	30%[activator][57.1 µM]	-4%	-43%[inhibitor][57.5 µM]	-127%[inhibitor]
SMILES	EPAC1 agonist	EPAC1 antagonist	FUS suppressor	TDP43 rescue	EPAC2 antagonist	aSyn rescue	PTHR1 agonist	EPAC2 ag
CCOc1ccc(C2NC(=O)Cc3cc(OC)c(OC)cc32)cc1 (configuration not stated)	7%	7%	4%	0%	-5%	1%	1%	8%
O=[N+]([O-])c1cc(C(F)(F)F)ccc1NCCCCNS(=O)(=O)c1ccc2ccccc2c1	7%	-5%	9%	-2%	-11%	4%	-38%[inhibitor]	4%
COc1ccc(OC)c2sc(N3CCCCC3)nc12	0%	-3%	9%	29%	-7%	1%	-11%[57.5 µM]	9%
CC1CCCN(C(=O)COC(=O)c2cc(Br)ccc2O)C1 (configuration not stated)	7%	9%	.	-45%[inhibitor]	21%	1%	i	-3%
Cc1cc2c(NC(=O)CC(C)(C)CC(=O)O)cccc2nn1	10%	4%	9%	11%	-8%	-1%	i	12%
OCCC1CN(Cc2c(F)cccc2Cl)CCN1C1CCCC1 (configuration not stated)	6%	-2%	-25%	-6%	1%	-1%	i	-4%
Cc1nc2scc(-c3cccs3)c2c(=O)n1-n1cccc1	8%	6%	14%	28%	3%	-2%	-8%[57.5 µM]	4%
COc1ccccc1-c1ccc2c(c1)C(C)(Cc1ccccc1C#N)C(=O)N2 (configuration not stated)	-4%	-21%	37%	25%	-17%	1%	-10%	16%
CC(C)N(C(=O)CSc1nnc(CN2CCCCCC2=O)n1-c1ccccn1)C(C)C	1%	0%	20%	-30%[inhibitor]	6%	18%	i	0%
COc1ccc(CCNC(=O)CSc2nc(=O)n3cccc(C)c3n2)cc1OC	-9%	10%	-2%	-4%	10%	4%	-17%	3%
Nc1c(C(=O)Nc2ccc3c(c2)OCCO3)nnn1CCc1ccccc1	7%	-18%	-12%	21%	-3%	-1%	-48%[inhibitor]	8%
O=c1[nH]c2ccccc2[nH]c1=O	12%	6%	-24%	-9%	-1%	0%	i	1%
Cc1nc(Cl)cc(N/N=C/c2ccc(O)cc2O)n1	6%	-26%	26%	.	-21%	-5%	-3%	3%
COc1ccc(CCC(=O)N2CCN(S(=O)(=O)c3ccc(OC)c([N+](=O)[O-])c3)CC2)cc1	3%	-11%	11%	10%	7%	0%	i	4%
N#CCCN(C(=O)COC(=O)CNS(=O)(=O)c1ccc2ccccc2c1)c1ccccc1	-9%	5%	27%	-4%	-1%	0%[1.84 µM]	-26%	0%
O=C(Cc1ccccc1)NCCSCc1ccccc1	10%	8%	-4%	?	5%	10%	-19%	-2%
CSCc1c(C(=O)OCC(=O)c2ccc[nH]2)oc2ccccc12	-2%	-11%	13%	-39%	1%	1%	-19%	13%
O=C(NCc1ccco1)c1c2c(nc3ccccc13)CCC2	-2%	?	42%	4%	7%	2%	-6%[57.5 µM]	1%
CNC(=O)C(=O)NCC(c1cccs1)S(=O)(=O)c1ccc(F)cc1 (configuration not stated)	-6%	-8%	-9%	-8%	2%	5%	-35%[inhibitor]	-3%
CCCCNC(=O)CSc1nc2n[nH]c(C)c2c(=N)n1-c1cccc(Cl)c1C	-6%	7%	6%&24%	-13%&-14%	5%	0%	i	0%
Cc1sc(NC(=O)CSC2=NCCS2)nc1-c1ccccc1	4%	1%	42%	?	-2%	8%	-47%[inhibitor]	21%
CCOC(=O)N1CCC(NC(=O)c2cc(S(=O)(=O)N3CCCCC3)ccc2F)CC1	5%	-1%	-2%	3%	-5%	1%	-20%	0%
S=C(NCCc1c[nH]c2ccccc12)NC1CCCCC1	3%	-30%	32%	11%	-11%	-1%	-27%	15%
COC(=O)c1ccc(COc2ccccc2/C=N/NC(N)=O)o1	8%	-19%	0%	-40%[inhibitor]	0%	-1%	4%	1%
CCCN1C(=O)CC(c2ccco2)Sc2ccccc21 (configuration not stated)	0%	8%	17%	9%	0%	12%	-15%[57.5 µM]	-4%

4 entries out of the list above, ordered by the number in EPAC1 antagonist, largest number first:
| Compound | EPAC1 antagonist |
| --- | --- |
| CC1CCCN(C(=O)COC(=O)c2cc(Br)ccc2O)C1 (configuration not stated) | 9% |
| CCOc1ccc(C2NC(=O)Cc3cc(OC)c(OC)cc32)cc1 (configuration not stated) | 7% |
| CCOC(=O)N1CCC(NC(=O)c2cc(S(=O)(=O)N3CCCCC3)ccc2F)CC1 | -1% |
| Cc1nc(Cl)cc(N/N=C/c2ccc(O)cc2O)n1 | -26% |

(more compounds)
SMILES	EPAC1 agonist	EPAC1 antagonist	FUS suppressor	TDP43 rescue	EPAC2 antagonist	aSyn rescue	PTHR1 agonist	EPAC2 ag
CCC(c1ccccc1)C(CC)c1cc(O)c(O)c(O)c1 (configuration not stated)	12%	-21%	40%	0%	-18%	-13%	-38%[inhibitor]	20%
O=C(CSc1ncc(-c2ccc(F)cc2)n1Cc1ccco1)Nc1ccc2c(c1)OCO2	11%	0%	41%	1%	5%	4%	-7%[57.5 µM]	9%
Nc1ccc(C(=O)Nc2ccc3cc(S(=O)(=O)O)ccc3c2)cc1	-7%	11%	24%	0%	-10%	7%	i	-2%
CC(C)CN1CCNC(=O)C1CC(=O)NCCc1ccc(C(F)(F)F)cc1 (configuration not stated)	-9%	6%	17%	-14%	-8%	-4%	-9%	-4%
CCc1ccc(NC(=O)CSc2nnc(CC)c(CC)n2)cc1	-2%	1%	15%&22%	?	15%	2%	-12%	9%
CN(CC(=O)Nc1ccccc1Cl)CC(=O)Nc1c(F)cccc1F	1%	11%	-10%	-19%	16%	-1%	-12%	4%
Cc1ccc(CNC(=O)COC(=O)c2ccc(Br)cc2)cc1	-6%	-8%	.	28%	16%	-8%	i	10%
CC1CC(C)(C)NC(=S)N1CCCC(=O)Nc1ccccc1F (configuration not stated)	-3%	12%	12%	1%	1%	1%	-18%	-3%
Nc1c(N(C(=O)Nc2ccc(Cl)c(Cl)c2)C2CCCC2)c(=O)[nH]c(=O)n1Cc1ccccc1	-13%	7%	.	7%	-1%	-11%	-24%	-13%
CCN(CC(=O)Nc1cc(Cl)ccc1C)C(=O)CCOc1ccccc1C	-9%	-5%	39%	?	-14%	17%	-8%	12%
O=C(/C=C/Nc1ccc(S(=O)(=O)Nc2ncccn2)cc1)c1cccs1	15%	-4%	16%	-4%	0%	5%	i	3%
COc1ccccc1CN1CCN(C(c2ccccc2)c2ccccc2)CC1	18%	-1%	17%	-8%	5%	4%	-14%	?
Cc1nc(/N=C(\N)NC(=O)N2c3ccccc3Sc3ccccc32)nc2ccccc12	7%	-28%	.	7%	12%	12%	i	8%
O=C(Nn1cnc2ccccc2c1=O)c1ccccc1	-4%	0%	6%	-4%	0%	0%	i	19%
Oc1ccc(/C=N/NC(=S)Nc2cccnc2)cc1	-1%	-23%	-5%	14%	-3%	-3%	-57%[inhibitor]	-3%

These rows are one share of the data, so the mix of outcomes need not match the whole.
